Screens: PubChem, several laboratories
Furin inhibitor = inhibitors of human furin | inhibition, % at 30 µM | purified furin, fluorogenic substrate cleavage | P09958 | actives 0.061% (n = 220,000); in the data active means inhibition above about 25%; further: inactives centre near -15
TRPML3 agonist = activates the human TRPML3 channel; Q8TDD5; actives 0.29% (n = 220,000); activation, % at 3 µM; AID 1448; HEK293 TRPML3-YFP, Fluo-8 calcium fluorescence; 100% = the carbachol control signal;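 active means activation above its plate's cutoff, the mean activation of the plate's test wells plus 3 SD, cut at about 12% in these data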;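 further: 0% = DMSO only wells and 100% = carbachol wells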
Target sequence (Q8TDD5 whole entry, looked up): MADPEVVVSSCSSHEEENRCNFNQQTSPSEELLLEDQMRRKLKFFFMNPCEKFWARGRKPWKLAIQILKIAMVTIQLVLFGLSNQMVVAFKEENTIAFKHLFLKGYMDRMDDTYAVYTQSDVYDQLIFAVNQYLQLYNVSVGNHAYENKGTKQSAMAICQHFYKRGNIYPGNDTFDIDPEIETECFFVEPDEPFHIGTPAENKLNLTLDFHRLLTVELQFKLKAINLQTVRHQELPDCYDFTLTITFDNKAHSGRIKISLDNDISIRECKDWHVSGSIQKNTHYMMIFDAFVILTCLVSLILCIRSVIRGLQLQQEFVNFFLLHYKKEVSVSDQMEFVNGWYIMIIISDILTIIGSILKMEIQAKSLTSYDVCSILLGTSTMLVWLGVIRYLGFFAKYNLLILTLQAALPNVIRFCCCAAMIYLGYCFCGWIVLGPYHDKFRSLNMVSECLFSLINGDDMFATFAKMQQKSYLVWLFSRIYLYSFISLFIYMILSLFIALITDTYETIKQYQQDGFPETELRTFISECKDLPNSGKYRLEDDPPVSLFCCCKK
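Test system: HEK293 cells stably carrying human TRPML3-YFP; Doses: single dose, 3 µM final nominal compound, 0.3% DMSO final; Schedule: dye loading 1 h 37 °C then 30 min ambient, 125 s read; Technique: Fluo-8 calcium fluorescence; Benchmarks: high control carbachol 87 µM, low control DMSO.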
KCC2 mod = modulates chloride dependent transport by human KCC2; actives 2.2% (n = 190,000); Q9H2X9; KCC2 cells, thallium flux FluoZin-2 fluorescence; B-score of Tl+ flux slope (higher = more flux/activation; lower = inhibition) at 10 µM;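 active means thallium flux slope and its plate-corrected score both differing from the plate sample mean at a set confidence after two filtering rounds, in either direction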;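 further: slope of fluorescence scaled to starting intensity during 10 to 20 s after thallium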
PPC-1+TRAIL kill = kills PPC-1 cancer cells in the presence of TRAIL; actives 0.41% (n = 220,000); cell killing (% activity), % at 4 µM; PPC-1 cells + TRAIL, ATPLite viability luminescence;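 active means cell killing above 50% in the first pass at 4 µM, then a duplicate retest at 5 µM averaging 50% or more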;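 further: plate controls were cells with TRAIL plus DMSO for no effect and medium-only wells lacking cells for full effect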
TRPN1 ag = activates the zebrafish TRPN1 channel | AID 1424 | HEK293 zebrafish TRPN1-YFP, Fluo-8 calcium fluorescence; 100% = response to 87 µM carbachol | actives 0.18% (n = 220,000) | activation, % at 3 µM;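 active means activation above its plate's cutoff, the mean activation of test wells on that plate plus 3 SD, cut at about 19% in these data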;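 further: 0% = DMSO alone and 100% = 87 µM carbachol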
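Material: zebrafish TRPN1-YFP in HEK293 cells; Doses: single test compound dose, 3 µM nominal, 0.3% DMSO; Timing: dye loading 1 h at 37 °C, then 30 min room temperature; Technique: intracellular calcium fluorescence with Fluo-8; Benchmarks: high carbachol 87 µM, low DMSO alone.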
Calpain2 inh = calpain II (pig) inhibition | purified calpain II, fluorogenic peptide substrate, 30 min | inhibition, % at 16 µM | AID 1236 | actives 0.37% (n = 220,000);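 active means inhibition above about 50%, limit read from the data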
EBV gp42 inh = inhibitors of Epstein-Barr virus glycoprotein 42; Q1HVG2; Fluorescence polarization binding assay, mP read-out; inhibition, % (tested at 21.74 µM); actives 0.42% (n = 220,000); AID 1085; in the data active means inhibition above about 50%
Target sequence (Q1HVG2 whole entry, looked up): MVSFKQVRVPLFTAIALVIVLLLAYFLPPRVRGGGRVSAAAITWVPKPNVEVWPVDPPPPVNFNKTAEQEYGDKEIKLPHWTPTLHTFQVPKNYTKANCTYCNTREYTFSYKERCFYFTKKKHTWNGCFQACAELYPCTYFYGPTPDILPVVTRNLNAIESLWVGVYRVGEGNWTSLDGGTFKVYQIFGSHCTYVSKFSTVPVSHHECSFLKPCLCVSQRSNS
TbHK1 inh = blocks Trypanosoma brucei hexokinase 1 activity; recombinant TbHK1, G6PDH-coupled NADH A340; inhibition, % at 10 µM; actives 0.11% (n = 220,000);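 active means inhibition of 50% or more in the single-dose primary screen; inactive means inhibition below 50%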
Thrombin inh = thrombin (human) inhibition. inhibition, % at 5 µM. actives 0.26% (n = 220,000). AID 1046. alpha-thrombin, Boc-VPR-AMC fluorogenic substrate cleavage. P00734;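 active means inhibition at or above 40%; inactive means inhibition below 40%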;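 further: 0% = enzyme with no compound and 100% = wells without enzyme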
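Material: human alpha-thrombin enzyme / Medium: pH 7.5 Tris (50 mM) with NaCl 150 mM, Tween 20 0.05% / Compound: single-point dosing at 5 µM, 0.2% DMSO / Incubation: enzyme reaction carried out at room temperature / Detection: AMC fluorescence, 355/460 nm / Read-out basis: percent inhibition scaled between no-compound controls and no-enzyme blanks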
* = called active by the depositor; · = not tested or not shown; [ ] = dose if it differs, or a comment. Random draw from the library. Share with any hit: about 3.6%.

SMILES	Furin inhibitor	TRPML3 agonist	KCC2 mod	PPC-1+TRAIL kill	TRPN1 ag	Calpain2 inh	EBV gp42 inh	TbHK1 inh	Thrombin inh
COc1ccccc1CNC(=O)Cn1c(=O)oc2cc(Cl)ccc21	-17	0.1	0.17	3	0.4	5	-9	1	-5
COc1cc(CN2CCNC(=O)C2CC(=O)N2CCCO2)cc(OC)c1 (stereo not drawn)	-28	-0.2	0.58	·	-0.1	-55	-10	-4	-7
CN(CCO)c1cc(N2CCN(C(=O)c3ccco3)CC2)c2nonc2c1[N+](=O)[O-]	4	-0.9	0.58	-6	-0.6	9	-19	-17	1
CCN(CCNC(=O)C1CCCN(S(=O)(=O)c2cnc[nH]2)C1)c1ccccc1 (stereo not drawn)	-29	0.3	0.015	5	-0.5	5	-20	1	3
CCOC(=O)c1cc(-c2ccccc2)sc1NC(=O)CSc1nncs1	-1	0.4	-1	4	2.1	31	-19	4	-1
Cc1ccc(S(=O)(=O)NCC(c2ccco2)N2CCOCC2)cc1 (stereo not drawn)	-16	-0.6	-0.023	27	0.5	28	1	-2	6
Cc1nn(C)cc1CN(C)C(=O)c1cc(COc2ccc(F)cc2F)on1	-9	0.8	·	-6	2.7	-9	-8	-4	-14
Cc1ccc(C2(c3noc(CN4C[C@@H](C)O[C@@H](C)C4)n3)CCCC2)cc1	-9	0.7	·	3	0.3	17	2	-1	-7
O=C(N/N=C\c1ccco1)Nc1cccc(Cl)c1	-2	0.4	-1.3	5	-0.2	29	14	39	-5
O=C(CSCCS(=O)(=O)c1ccc(Cl)cc1)Nc1ccccc1	-17	1.0	-0.052	3	0.2	8	-6	-1	-2
COc1cccc(C2Oc3ccccc3C3CC(c4cccs4)=NN32)c1 (stereo not drawn)	-23	0.1	6.5*	-10	-0.4	-4	-30	-6	-2
Cc1ccccc1-n1c(=O)cc(N2CCc3ccccc3C2)[nH]c1=O	-31	1.1	-0.18	-1	0.1	-7	13	-2	-10
Cc1cc(=O)[nH]c(-c2ccccc2O)n1	-29	1.0	·	-4	0.4	-34	-17	-12	4
O=C1CCCN1c1cccc(Br)c1	-27[20 µM]	0.3	1.1	6	-1.8	-2	-25	-3	-4
CC1(C)CC(CC(=O)O)(c2ccccc2)CCO1 (stereo not drawn)	-22	0.6	1.3	7	2.0	19	-18	2	-5
O=C(O)CCC(=O)NCc1c(Cl)cccc1Sc1ccc(Cl)cc1	-6	0.0	-0.4	9	0.3	3	-11	-10	-4
CCN(CC)S(=O)(=O)c1cccc(NC(=O)CN(C)Cc2cccc(OC)c2)c1	-23	0.5	·	5	1.2	6	-3	-8	2
N#Cc1sc2nc(C3CC3)cc(-c3ccccc3)c2c1N	-32	0.9	0.69	8	-0.6	-250	-4	-1	-3
COc1ccc(CSC(=N)N)cc1[N+](=O)[O-]	-24[20 µM]	1.3	-0.36	-12	0.4	12	-10	-2	-2
CCn1c2ccccc2c2cnc(N=CN(C)C)c(C#N)c21	-18[20 µM]	0.1	-0.59	20	-1.3	-227	3	-27	-2
CCOC(=O)c1ccc(N2C(=O)CC(N3CCC(O)(c4ccc(Cl)cc4)CC3)C2=O)cc1 (stereo not drawn)	-9[20 µM]	2.3	·	-1	2.1	-32	1	2	0
CCCC[n+]1ccc(-c2nc3ccc([N+](=O)[O-])cc3[nH]2)cc1	4	0.2	-0.33	23	-1.9	24	-13	-33	-4
CCn1c(=O)cc(OCC(=O)N2CCN(c3cccc(C(F)(F)F)c3)CC2)c2ccccc21	-12	0.3	-1.7	27	0.0	40	-6	-13	1
Cc1ccc(NC(=O)CSc2nnc(-c3cccs3)o2)cc1S(=O)(=O)N1CCCCC1	-17	-0.1	-0.14	19	0.5	-11	-13	-1	1
COc1ccccc1C(=O)NNC(=O)c1nn(Cc2ccccc2)c(=O)c2ccccc12	-15	0.6	·	1	1.1	-56	-15	-4	-3
COCCCNC(=S)NC(=O)c1ccc([N+](=O)[O-])cc1	-7	1.0	1.6	23	1.0	-5	-8	1	-3
O=C(NCc1ccccc1)c1onc(CSc2ccc(Cl)cc2)c1C(=O)NCc1ccccc1	-22	·	-1.4	4	·	5	-9	0	2
CCc1nc(SCC(=O)O)c(C#N)c2c1CCCC2	-21	0.7	-1.4	-2	-1.3	-28	-21	-4	-4
CCOC(=O)c1cccc(NC(=O)CSc2nnnn2CC)c1	-27	0.1	-1	13	1.5	-24	-12	-3	2
C/C(=N\NC(=O)CC#N)c1cc2ccccc2oc1=O	-15	0.4	0.12	7	1.2	-15	-10	5	-2

2 successive records already listed:
SMILES	Furin inhibitor	TRPML3 agonist	KCC2 mod	PPC-1+TRAIL kill	TRPN1 ag	Calpain2 inh	EBV gp42 inh	TbHK1 inh	Thrombin inh
CCN(CC)S(=O)(=O)c1cccc(NC(=O)CN(C)Cc2cccc(OC)c2)c1	-23	0.5	·	5	1.2	6	-3	-8	2
N#Cc1sc2nc(C3CC3)cc(-c3ccccc3)c2c1N	-32	0.9	0.69	8	-0.6	-250	-4	-1	-3

Continued:
SMILES	Furin inhibitor	TRPML3 agonist	KCC2 mod	PPC-1+TRAIL kill	TRPN1 ag	Calpain2 inh	EBV gp42 inh	TbHK1 inh	Thrombin inh
Cc1cccc(NC(=O)Nc2ccc([N+](=O)[O-])cc2)n1	-17	1.3	0.34	-7	0.3	-11	0	-17	-9
Cc1ccc(S(=O)(=O)C(C#N)c2nc3ccccc3nc2N2CCN(C)CC2)cc1 (stereo not drawn)	-18	0.4	0.49	10	0.4	-6	-1	-10	1
N#C/C(=C/c1ccc([N+](=O)[O-])cc1)C(N)=O	-29	0.8	0.4	3	0.2	-1	-7	-7	-7
O=C(CN1CCCN(Cc2ccc(F)cc2Cl)C1=O)NC1CCCC1	-29	0.4	-0.0041	-12	-0.9	-32	-19	-1	-6
O=C(CCN1CCOCC1)N1CCc2c([nH]c3ccccc23)C1c1cccc(Cl)c1 (stereo not drawn)	-16	0.7	·	8	-0.1	-21	3	-4	-9
COc1ccccc1CCc1nnc(CCC(=O)NC(C)Cc2cccnc2)o1 (stereo not drawn)	-17	0.5	-0.14	3	-1.4	-10	-7	-3	-11
CCCn1c(Sc2nnnn2-c2ccccc2)n[nH]c1=O	-22	1.0	-0.017	0	-0.3	-5	-3	5	-5
CSc1nc2c(c(=O)[nH]1)C(c1ccc(Br)cc1)CC(=O)N2 (stereo not drawn)	-24	1.2	-2	17	1.5	2	-15	1	-4
CC(OC(=O)c1ccc(Cl)nc1)C(=O)NC(C)(C)C (stereo not drawn)	-23	-0.1	0.016	-21	0.2	7	-13	-2	1
O=S(=O)(Nc1ccc(-n2cccc2)cc1)c1ccc(F)cc1	-21	0.5	-0.9	18	-0.8	8	10	0	-2
CC(C)C(=O)N1CCC(c2nc(-c3ccc(S(=O)(=O)N4CCCC4)cc3)no2)CC1	-12[20 µM]	0.8	-0.76	1	-0.2	-7	-11	-3	-2
CCOc1ccc(-c2nc(N)ncc2Oc2cccc(OC)c2)c(O)c1	-13[20 µM]	-0.1	-1.1	3	-1.0	-29	1	-11	-2
COC(=O)c1cc2sccc2n1Cc1ccc(C)cc1	-3	-0.2	·	-3	-0.3	1	-2	3	1
CCOC(=O)C1=NN(c2ccc(Cl)cc2)/C(=C/C2=NCCc3cc(OC)c(OC)cc32)S1	-23	0.7	1	24	-0.1	-17	-11	-3	2
COC(=O)C1(c2ccccc2)NC(c2cccs2)C2C(=O)N(c3ccccc3)C(=O)C21 (stereo not drawn)	-13[20 µM]	-0.1	-0.021	·	-1.7	-11	-11	-3	4

Just KCC2 mod and TbHK1 inh, for five of the compounds above:
smiles,KCC2 mod,TbHK1 inh
CCN(CC)S(=O)(=O)c1cccc(NC(=O)CN(C)Cc2cccc(OC)c2)c1,·,-8
CCOC(=O)c1ccc(N2C(=O)CC(N3CCC(O)(c4ccc(Cl)cc4)CC3)C2=O)cc1 (stereo not drawn),·,2
CCN(CCNC(=O)C1CCCN(S(=O)(=O)c2cnc[nH]2)C1)c1ccccc1 (stereo not drawn),0.015,1
Cc1ccc(S(=O)(=O)NCC(c2ccco2)N2CCOCC2)cc1 (stereo not drawn),-0.023,-2
Cc1ccc(NC(=O)CSc2nnc(-c3cccs3)o2)cc1S(=O)(=O)N1CCCCC1,-0.14,-1

(more compounds)
SMILES	Furin inhibitor	TRPML3 agonist	KCC2 mod	PPC-1+TRAIL kill	TRPN1 ag	Calpain2 inh	EBV gp42 inh	TbHK1 inh	Thrombin inh
Cn1nnnc1SCCOc1ccc(C#N)cc1	-21	-0.2	0.083	3	0.1	-19	-13	7	1
Cc1nc(-c2ccccc2)sc1-c1nc(-c2ccncc2)ncc1S(=O)(=O)c1ccccc1	-2	0.4	·	3	-0.5	-40	-15	-19	-3
CC(C)C(=O)NC(=S)Nc1ccc(S(=O)(=O)Nc2ccccc2)cc1	-18	1.1	-0.32	-22	6.1	38	10	6	23
Cc1[nH]c(=O)c(C(=O)/C=C/c2ccccc2)c2c1CCCC2	-21	0.4	·	27	1.5	2	-17	-31	-7
CC(=O)Nc1ccc(C(C#N)c2ccccc2)cc1 (stereo not drawn)	-26	0.2	0.13	10	1.3	6	-7	-6	-10
O=S(=O)(c1cccc2nsnc12)N1CCN(c2ncccn2)CC1	-17[20 µM]	1.1	-0.17	-4	1.4	-26	-5	-10	0
O=c1c2ccccc2ncn1-c1ccc(Cl)cc1Cl	-15	-0.1	-0.43	-14	-0.5	-5	-6	-9	1
CNC(=O)N(O)C1N(C)C(=O)N(Cc2ccccc2)C1(C)C (stereo not drawn)	-10	0.3	-0.14	-11	0.3	1	-7	-1	6
O=C(NCCOc1ccc(Cl)cc1)C1CC(=O)N(c2ccc(F)cc2)C1 (stereo not drawn)	0	1.1	-2.1	12	2.1	17	-10	1	6
Cc1nc(S(=O)(=O)N(C)c2ccccc2)c(C#N)c(C)c1Cl	-16	-1.0	-0.93	10	-0.5	-5	-16	5	2
O=C(C[n+]1ccc(-c2cc(C(=O)Nc3cccc(C(F)(F)F)c3)c3ccccc3n2)cc1)c1cccc([N+](=O)[O-])c1	-16	-0.3	0.19	4	-1.2	-58	5	-5	-1
Cc1cc(NS(=O)(=O)c2ccc(NC(=O)CCCC(=O)O)cc2)nc(C)n1	-21[20 µM]	0.4	0.14	21	1.3	13	-39	2	-4
COCCN(C(=O)CNC(=O)c1ccco1)C(C(=O)NC1CCCCC1)c1cccc(OC)c1 (stereo not drawn)	-16[20 µM]	0.1	0.2	16	-0.2	-20	-5	2	3
Cc1ccc(OCC(=O)Nc2ccc(S(=O)(=O)N3CCCCC3)cc2)c([N+](=O)[O-])n1	-27	-1.1	0.19	6	6.1	16	-11	-1	5
COC(=O)CC1Sc2ccccc2NC1=O (stereo not drawn)	-19	1.4	-0.34	3	-3.1	26	-12	0	3
CC(C)(C)c1ccc(C2C3=C(CCCC3=O)NC3=C2C(=O)c2ccccc23)cc1 (stereo not drawn)	-26[20 µM]	-0.8	-0.097	-14	-2.4	-13	1	-4	0
C/C(=N\NC(=O)CCC(=O)Nc1ccccc1)c1cccs1	-11	0.0	1.6	30	0.9	-13	-15	-4	4
COc1ccc(NC(=O)/C=C/c2ccc(F)cc2)cn1	-9	0.3	0.049	4	2.0	10	-4	18	0
COc1ccc(C2CC(c3ccccc3OC(C)=O)=NN2C(C)=O)cc1 (stereo not drawn)	-21	0.4	-0.42	23	1.7	-90	-7	-12	-4
